Screening results (PubChem BioAssay)
bCat nuc transl = alters nuclear translocation of beta-catenin in HeLa cells. 190,000 compounds, 0.3% hits. immunofluorescence imaging. nuclear translocation activity, % at 5 µM;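 active = nuclear translocation activity above 50% at 5 µM, with a well cell count of 50 or more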;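 also: per-cell ratio of nuclear to cytoplasmic median beta-catenin stain intensity; plate controls were DMSO negative control for no effect and GSK-3 inhibitor IX positive control for full effect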
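Read-out: Nuclear/cytoplasmic beta-catenin signal ratio, % activation | Assay system: Human HeLa cell line | Times: 24 h compound exposure at 37°C, 5% CO2 | Signal: Fluorescence imaging of beta-catenin antibody stain plus DAPI | Dosing: 5 µM primary, 0.02–20 µM confirmation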
Autophagy HCS = autophagy modulation, high-content screen | MEF GFP-LC3 puncta imaging; test concentration mostly 10 µM | AID 463193 | 190,000 compounds, 0.98% hits | calls only at 10 µM (by protocol);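 active = percentage of spot-positive cells more than 3 SD above its plate mean, without a fluorescence outlier flag or 80% toxicity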;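 also: spot-positive cell cutoff set from DMSO-treated cells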
Dynein transport = dynein cargo transport inhibition; 220,000 compounds, 0.47% hits; 3617.4 mouse cells, GR-EGFP nuclear translocation imaging; test concentration mostly 20 µM; stimulated with dexamethasone, 1 µM; hits give low values; z-score, hits read low; AID 1381;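 active = plate z-score of nuclear minus cytoplasmic receptor signal below a set negative limit, without overly bright fluorescence or cell loss, cut at about -3.5 in these data, passing the limit was not always enough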;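 also: z-score of nuclear minus cytoplasmic ring GR-EGFP intensity difference per well; some compounds called inactive have numbers as strong as hits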
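Buffer or medium: tet-free, stripped-serum medium; Also added: dexamethasone, 1.0 µM final; Technique: high-content fluorescence imaging after fixation; Times: 48 h induction, 1 h compound, 30 min dex at 37 °C; Read-out: per-cell GR-EGFP intensity, nucleus versus surrounding cytoplasmic ring, well-averaged.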
Ins promoter up = MIN6 insulin promoter up-regulation. 190,000 compounds, 0.3% hits. z-score at 5 µM. AID 1625. MIN6 insulin promoter-GFP reporter, high-content imaging; hits give high values;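 active = z-score above 3 at 5 µM with at least 500 cells counted in the well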
Hep lipid drop = modulators of hepatic lipid droplet formation; AML12 mouse hepatocytes, oleate lipid droplets, BODIPY imaging; inhibition, % at 6.5 µM; 240,000 compounds, 0.4% hits; AID 1656;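 active = lipid droplet intensity inhibited by at least 50%, with more than 500 cells counted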
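Assay system: AML12 mouse liver cells | Compound: 6.5 µM single-point dosing | Schedule: Overnight exposure | Technique: Fluorescence imaging, 20x objective, two fields per well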
XIAP displacement = XIAP antagonists, biochemical, IAP family, fluorescence polarization (AID 1018) | XIAP BIR domain, fluorescence polarization peptide displacement; higher % means a stronger effect | displacement, % at 20 µM; hits with a dose series show IC50 in µM | 200,000 compounds, 0.007% hits; in the data active = displacement above about 50%; also: a part of the inactive calls stands beside numbers as strong as those of hits
MT stabilizer = microtubule stabilization, imaging screen | HeLa tubulin immunostaining HCS, 24 h; share of cells brighter than vehicle mean+2SD | % tubulin-high responders, % at 10 µM | 200,000 compounds, 0.83% hits;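 active = plate Z-score above 3 for both tubulin-high and condensed-nucleus cell shares, with cell loss under 80%, at 10 µM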;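 also: anti alpha tubulin signal scored within the nucleus-defined area of each cell; some results filed as inactive read as strong as hits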
ER stress rescue = protection against thapsigargin-triggered cell killing – 384-well, CSM14.1, ATP luminescence, primary screen (AID 1222) | CSM14.1 thapsigargin-induced death rescue, ATP luminescence; higher % means a stronger effect | one-dose cellular ATP content (survival), % at 20 µM; EC50 in µM for titrated hits | 190,000 tested, under 10 active;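 active = EC50 below 50 µM in the dose-response confirmation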;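 also: death triggered by thapsigargin at about 15 µM added after 2 h compound pretreatment; cell ATP read after overnight thapsigargin exposure of roughly 18 to 22 hours; normalized against plate controls of thapsigargin alone and 5% DMSO vehicle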
WT yeast gro inh = growth inhibition of WT yeast, mitochondrial fusion screen; mitochondrial fusion phenotypic screen, WT strain; inhibition, % at 10 µM; AID 1362; 190,000 compounds, 2.1% hits; in the data active = inhibition above about 58%; tested in S. cerevisiae
WT yeast gro inh mutant strain = recorded beside WT yeast gro inh, whose call it bears; inhibition, %; mitochondrial fusion phenotypic screen, mutant strain inhibition
Dynein transport cytoplasmic EGFP = recorded beside Dynein transport, whose call it bears; z-score; measured here: cytoplasmic GR-EGFP intensity; hits give high values
Dynein transport nuclear GR-EGFP = recorded beside Dynein transport, whose call it bears; z-score; measured here: nuclear GR-EGFP intensity;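 lower value marks the stronger effect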
Dynein transport cell count = second read-out of Dynein transport, no call of its own (marks repeat the call); z-score; measured here: cell count per field
Ins promoter up cell count = further read-out of Ins promoter up, marked with its call; cell count; measured here: cytotoxicity, nuclei count;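 total cells summed across four imaged fields per well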
Hep lipid drop cells 6.5 µM = also measured in Hep lipid drop; calls as there; cell count; measured here: cell count, cytotoxicity flag;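 cells counted across two imaged fields per well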
bCat nuc transl cell count 5 µM = also measured in bCat nuc transl; calls as there; cell count; measured here: cell count, cytotoxicity flag
MT stabilizer Hoechst-high % = second read-out of MT stabilizer, no call of its own (marks repeat the call); % Hoechst-high responders; measured here: nuclear condensation Hoechst responders;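 share of cells brighter than vehicle mean plus two SD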
MT stabilizer cytotoxicity % = also measured in MT stabilizer; calls as there; toxicity, %; measured here: cytotoxicity by cell density;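 0% = mean cell density of plate MIN control wells and 100% = no cells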
Autophagy HCS cell loss 18 h = recorded beside Autophagy HCS, whose call it bears; toxicity, %; measured here: cell loss, nuclei count;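 cell loss after 18 h compound exposure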
Numbers without * were called inactive; i = inactive; . = no result given; + = active, no number.

SMILES	bCat nuc transl	bCat nuc transl cell count 5 µM	Autophagy HCS	Autophagy HCS cell loss 18 h	Dynein transport	Dynein transport cytoplasmic EGFP	Dynein transport nuclear GR-EGFP	Dynein transport cell count	Ins promoter up	Ins promoter up cell count	Hep lipid drop	Hep lipid drop cells 6.5 µM	XIAP displacement	MT stabilizer	MT stabilizer Hoechst-high %	MT stabilizer cytotoxicity %	ER stress rescue	WT yeast gro inh	WT yeast gro inh mutant strain
CC(=O)NC1=NN(C(C)=O)C2(S1)C(=O)N(CC(C)C)c1ccc(C)cc12 (stereo not drawn)	0.7	1271	.	.	0.025	-0.16	0.34	-0.26	0.09	991	-2	690	.	.	.	.	.	.	.
COc1ccc(CNC2=CC(=O)CC(C)(C)C2)cc1	-0.6	979	i	-7	-0.43	-0.34	-0.1	0.42	-1.1	1097	.	.	-4.7%	4.8	3.5	4.3	0.8%	-2	7
Cc1cc(C(=O)CSc2ncn[nH]2)c(C)n1-c1cccc(S(=O)(=O)N2CCOCC2)c1	-0.5	943	i	6	-0.63	-0.24	-0.043	1.7	-0.94	1253	7	621	-1.1%	1.8	1.2	2.4	1.6%	-12	-5
O=C(Nc1ncc(Cl)cn1)c1cccs1	.	.	i	1	-0.032	-0.03	-0.048	0.65	0.43	875	7	797	-6.6%	2.8	2.6	2.8	-1.2%	-26	-40
Cc1sc2nc(CSc3n[nH]c(N)n3)[nH]c(=O)c2c1C	-1.3	1003	i	3	2.3	-0.3	1.4	-2	1	1364	-11	665	-6.1%	1.1	2.3	9.3	1.2%	-12	-3
Cn1cc(Cl)c(/C=C(\C#N)S(=O)(=O)c2ccccc2)n1	0.4	1281	.	.	-0.7	-0.3	-0.55	0.46	0.33	1324	-32	702	.	.	.	.	.	.	.
O=C(Nc1ccc(-c2nc3ccccc3s2)cc1)c1cc(-n2cnnc2)ccc1Cl	14	1326	i	18	-0.29	-0.22	0.25	2	-0.43	841	.	.	-7.0%	2.6	2.0	4.6	-1.5%	-10	-7
CCOC(=O)c1ccccc1NC1CC(=O)N(c2ccccc2C)C1=O (stereo not drawn)	0.4	1085	i	4	0.84	-0.071	0.98	2.3	-0.94	1269	-4	757	-5.0%	3.3	2.5	9.5	3.1%	45	-11
Cc1cccc(-c2nsc(SCC(=O)NCc3ccco3)n2)c1	-0.4	945	i	-7	0.13	-0.19	0.25	-0.26	0.08	1424	.	.	-4.5%	5.6	1.5	8.1	1.8%	11	15
Cc1ccc(NC2c3ncccc3C(=O)N2c2ccccc2C)cc1C (stereo not drawn)	1.1	1354	i	18	-0.38	-0.35	0.042	0.24	0.13	1449	.	.	42%	3.0	2.3	6.1	-0.2%	3	-2
COc1cc(NC(=O)COc2ccc(-n3cnnn3)cc2)c(OC)cc1Cl	.	.	i	6	1.6	-0.21	1.6	-1.8	0.13	1233	-5	705	-2.9%	12	3.2	60	.	10	-4
COc1cc(C(=O)NCCc2ccc(F)cc2)c([N+](=O)[O-])cc1OC	-2.6	980	i	-7	-0.78	0.16	-0.73	0.73	0.51	1395	-5	644	-4.2%	5.1	1.3	5.0	-6.6%	-9	-16
Cc1cccc(C(=O)Nc2ccccc2C(=O)OCC(=O)Nc2ccc(C#N)cc2)c1	-5.9	566	i	-16	-0.82	-0.25	-0.25	2.5	0.19	1278	-36	648	-5.8%	3.1	2.4	10	-2.3%	13	-3
C[N+](C)(C)CCCN(Cc1ccc2c(c1)OCO2)C(=O)NC1CCCCC1	-0.3	1350	.	.	0.44	-0.25	-0.026	0.24	0.2	1133	-46	713	.	.	.	.	.	.	.
CCOc1ccc2[nH]c(C)c(CN(C)C)c(=O)c2c1	-3.4	989	i	1	-0.33	-0.16	0.056	0.51	0.38	1246	.	.	-1.1%	3.5	2.1	9.1	-0.4%	11	4
O=C(CCS(=O)(=O)c1ccccc1)Nc1ccccc1N1CCOCC1	0.1	1058	i	1	-0.14	-0.29	-0.33	0.78	-0.49	1225	-17	720	-4.2%	1.1	1.3	6.9	0.9%	-7	2
CCC(C)c1ccc2oc(-c3ccc(NC(=O)Cn4cnc5c(=O)n(C)c(=O)n(C)c54)cc3)nc2c1 (stereo not drawn)	2.1	1064	i	7	1.9	-0.24	1.1	-1.1	-0.29	733	-5	583	-4.7%	4.6	2.6	2.7	.	-3	-1
CCCSc1nnc(Nc2ccccc2C)s1	.	.	i	-5	-1.3	-0.15	-0.84	0.049	.	.	.	.	-8.1%	3.3	2.1	8.6	-2.1%	-65	-14
COc1cccc(N=CC=C2OC(C)(C)C(C)(C)O2)c1	-0.5	1067	i	-6	-0.64	-0.38	-0.55	1.7	-0.59	1011	66*	678*	-4.4%	2.1	3.5	7.5	0.2%	-5	2
Cc1sc2ncnc(Sc3ccccc3C(=O)O)c2c1C	-0.9	1100	i	13	0.09	-0.32	0.16	0.53	0.04	1196	-17	761	-4.8%	2.3	1.4	13	-0.7%	3	0
COc1cccc(C2Nc3cccc4cccc(c34)N2)c1	-0.1	1291	.	.	-0.53	-0.26	0.12	0.92	-1.2	1058	2	708	.	.	.	.	.	.	.
Cc1c(NC(=O)c2ccc(F)c(S(=O)(=O)N3CCOCC3)c2)c(=O)n(-c2ccccc2)n1C	5.0	1374	i	0	1.6	-0.045	1.2	-1.1	0.28	1387	.	.	-6.7%	5.0	1.1	2.9	-2.4%	1	-12
CCc1nnc(NC(=O)CSc2nc3ccccc3o2)s1	-0.8	1005	i	25	0.071	-0.22	0.43	0.16	1	807	-2	805	-2.4%	2.4	1.7	5.2	-2.0%	-5	12
CC(C)Oc1ccccc1C(=O)NC(CO)C(=O)O (stereo not drawn)	0.2	1489	i	-37	-0.69	-0.26	-0.23	0.91	0.37	1349	-11	605	-5.0%	4.0	2.2	3.8	1.0%	-6	0
Cn1c(=O)c2c(O)cc(=O)[nH]c2n(-c2ccccc2)c1=O	-5.1	1036	i	-4	-0.78	0.17	0.013	-0.51	0.29	1427	.	.	-8.4%	7.1	2.9	4.7	-1.7%	-2	14
Carrying on.
SMILES	bCat nuc transl	bCat nuc transl cell count 5 µM	Autophagy HCS	Autophagy HCS cell loss 18 h	Dynein transport	Dynein transport cytoplasmic EGFP	Dynein transport nuclear GR-EGFP	Dynein transport cell count	Ins promoter up	Ins promoter up cell count	Hep lipid drop	Hep lipid drop cells 6.5 µM	XIAP displacement	MT stabilizer	MT stabilizer Hoechst-high %	MT stabilizer cytotoxicity %	ER stress rescue	WT yeast gro inh	WT yeast gro inh mutant strain
C=CCOc1c(Br)cc(CNc2ccc(NC(=O)C(C)C)cc2)cc1OCC	-0.2	1154	i	-7	-0.63	-0.15	-0.44	-0.09	-0.43	1370	-12	625	-3.1%	3.8	3.2	6.7	2.1%	-6	1
Cc1nc2ccccc2n1CCC(=O)O	.	.	i	-1	-0.37	-0.4	-0.18	0.27	-1.7	835	-14	770	-1.5%	1.4	1.6	3.6	0.3%	-9	-7
COc1ccc(C(=O)N2CCc3cc(OC)c(OC)cc3C2c2cccc([N+](=O)[O-])c2)cc1OC (stereo not drawn)	1.4	1074	i	-21	0.81	0.14	0.86	-0.6	-0.32	1773	-3	618	-4.4%	3.1	1.7	9.4	-2.0%	7	24
COc1ccccc1NS(=O)(=O)c1cccc2nsnc12	-1.1	1361	.	.	0.54	0.066	0.24	0.18	-0.44	1545	2	698	.	.	.	.	.	.	.
CCOC(=O)N1CCN(C(=O)Nc2cccc(Cl)c2)CC1	-9.0	1244	i	6	-0.62	-0.35	-0.45	0.89	.	.	3	770	0.5%	2.2	2.2	6.3	-2.5%	-12	13
Cn1c(=O)oc2cc(S(=O)(=O)N3CCCC(C(=O)NCc4cccs4)C3)ccc21 (stereo not drawn)	.	.	i	4	1.1	-0.045	1	-1.2	0.19	946	.	.	1.1%	5.9	1.2	5.5	-1.0%	-2	-8
COc1ccc(NC(=S)NC(NC(=O)c2cccc(C)c2)C(Cl)(Cl)Cl)c([N+](=O)[O-])c1 (stereo not drawn)	-1.2	590	+	26*	0.11	-0.14	-0.0013	-0.35	.	.	10	687	-9.0%	2.5	1.3	1.8	-5.5%	4	-4
CC1CCCN(CC(O)CN)C1 (stereo not drawn)	-0.3	1109	i	-2	-0.61	-0.14	-0.35	0.092	.	.	-3	730	-1.2%	3.7	2.5	4.2	-0.5%	-26	-8
CC1=NN(c2ccccc2)C(=O)/C1=C\c1ccc(Br)s1	-2.2	1156	i	-9	1.2	0.024	0.94	-2.2	.	.	-7	653	-3.9%	2.3	1.8	11	1.0%	11	12
N#CC1=C(N)OC(c2ccccc2)=C(C#N)C1c1ccc2c(c1)OCO2 (stereo not drawn)	-0.8	1176	i	0	2.4	-0.15	1.4	-1.6	0.21	1263	3	750	-0.4%	2.8	1.7	7.2	0.1%	25	9
COc1ccc(C2C(C(=O)O)CC(=O)N2C2CCCCC2)cc1 (stereo not drawn)	-1.0	1125	i	-4	1.2	-0.064	0.59	-1.7	.	.	-2	620	-9.2%	3.4	1.7	5.4	-1.1%	-3	-11
CC(CN1CCOCC1)c1ccccc1 (stereo not drawn)	-1.1	1300	i	6	1.2	-0.066	0.035	-0.12	0.77	1478	.	.	-1.5%	2.5	1.5	5.5	-0.2%	-6	13
